M17LAP inhibition – P. falciparum M17LAP inhibitors, primary screen, biochemical, fluorogenic H-Leu-NHMec substrate, 1536-well (AID 1619). 220,000 tested, 0.38% active. Leucine aminopeptidase (Plasmodium falciparum (isolate 3D7)). recombinant M17LAP, H-Leu-NHMec fluorogenic kinetic assay; higher % means a stronger effect. inhibition, % at 30 µM; hits with a dose series show IC50 in µM;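 active = compound inhibiting the enzyme by more than half at any dose during confirmatory dose-response retesting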;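 note: plate controls were full reaction with DMSO carrier for no effect and no enzyme background for full effect; strong numbers were not always called active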
XIAP displacement – XIAP antagonists, biochemical, IAP family, fluorescence polarization (AID 1018); one-dose displacement, % at 20 µM; IC50 in µM for titrated hits; E3 ubiquitin-protein ligase XIAP (Homo sapiens); 200,000 tested, 0.007% active; XIAP BIR domain, fluorescence polarization peptide displacement; higher % means a stronger effect; in the data active = displacement above about 50%; note: a part of the inactive calls stands beside numbers as strong as those of hits
Siah-1 displacement – Siah-1 peptide-binding antagonists, primary screen, biochemical, fluorescence polarization, rhodamine-plectin, uHTS (AID 1817); one-dose displacement, % at 20 µM; IC50 in µM for titrated hits; Siah-1 / rhodamine-plectin peptide fluorescence polarization; higher % means a stronger effect; E3 ubiquitin-protein ligase SIAH1 (Homo sapiens); 290,000 tested, 0.02% active;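 active = displacement of at least 50% at 20 µM, with a fluorescence ratio check between 0.3 and a set limit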;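 note: plate controls were Siah plus tracer with DMSO for no effect and tracer alone without Siah for full effect; strong numbers were not always called active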
human PMI inhibition – inhibitors of human PMI, primary screen, biochemical, fluorescence intensity, coupled assay (AID 1209); Mannose-6-phosphate isomerase (Homo sapiens); purified PMI enzyme, coupled fluorescence intensity; higher % means a stronger effect; inhibition, % at 20 µM, or IC50 in µM where a hit was titrated; 190,000 tested, 0.42% active;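 note: plate controls were DMSO vehicle for no effect and wells lacking substrate for full effect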
M1AAP inhibition – P. falciparum M1AAP inhibitors, biochemical, fluorogenic H-Leu-NHMec substrate, 1536-well (AID 1445); one-dose inhibition, % at 30 µM; IC50 in µM for titrated hits; Aminopeptidase N (Plasmodium falciparum (isolate 3D7)); 220,000 tested, 0.42% active; recombinant M1AAP, H-Leu-NHMec fluorogenic kinetic assay; higher % means a stronger effect;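 active = primary inhibition above the hit cutoff, then over 50% inhibition at one or more dose response concentrations, cut at about 23% in these data, passing the limit was not always enough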;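 note: plate controls were DMSO full reaction for no effect and no enzyme background for full effect; strong numbers were not always called active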
PMI inhibition – human PMI inhibitors, high substrate, primary screen, biochemical, fluorescence intensity, high mannose 6-phosphate (AID 1220). Mannose-6-phosphate isomerase (Homo sapiens). recombinant PMI enzyme, coupled fluorescence intensity; higher % means a stronger effect. one-dose inhibition, % at 20 µM; IC50 in µM for titrated hits. 190,000 tested, 0.66% active
Lipid droplet – inhibitors of hepatocyte lipid droplet formation, primary screen, imaging, high-throughput imaging, BODIPY stain; 240,000 tested, 0.4% active; AML12 mouse hepatocytes, oleate lipid droplets; inhibition, % at 6.5 µM;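 active = lipid droplet intensity inhibited by at least 50%, with more than 500 cells counted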
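Test system: AML12 mouse liver cells; schedule: overnight exposure; technique: high-content imaging of BODIPY-stained droplets and DAPI nuclei; read-out: % inhibition of corrected integrated BODIPY droplet signal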
TNAP activation fold – human TNAP enzyme activators, primary screen, biochemical, luminescent, no phosphate acceptor, uHTS (AID 1001); Alkaline phosphatase, tissue-nonspecific isozyme (Homo sapiens); purified TNAP, luminescent activation assay, no phosphate acceptor; higher activation fold means a stronger effect; activation fold at 20 µM; hits with a dose series show EC50 in µM; 200,000 tested, 0.03% active; in the data active = activation fold from about 3, or a potency from the dose series; inactive = the rest, 99 in 100 with activation fold below about 1.6; note: many of its hits are not listed in these tables
UTI89 phage lysis – inhibition of K1F phage lysis, E. coli UTI89, bacterial capsule biogenesis inhibitors, alamar blue (AID 488966); E. coli UTI89 K1F phage lysis, alamar blue, 2 h; higher % means a stronger effect; one-dose inhibition, % at 100 µM; IC50 in µM for titrated hits; 340,000 tested, 0.02% active;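 active = phage lysis inhibition, versus mean bacterial control, above a set limit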;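 note: capsule biogenesis inhibitors block K1F phage lysis so surviving cells raise fluorescence; higher fluorescence means more inhibition of phage lysis; actives were called in the ten point dose series up to 300 µM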
Lipid droplet cells 6.5 µM – also measured in Lipid droplet; calls as there; cell count; measured here: cell count, cytotoxicity flag;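 cells counted across two imaged fields per well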
* hit, by the source's call; . = not tested or not shown; [ ] = another dose, or the depositor's remark. Cut-off read from the data, not from the text of the source, unless noted: active = inhibition above about 50%; inactive = the rest.

Key to letters: A = M17LAP inhibition; B = XIAP displacement; C = Siah-1 displacement; D = human PMI inhibition; E = M1AAP inhibition; F = PMI inhibition; G = Lipid droplet; H = Lipid droplet cells 6.5 µM; I = TNAP activation fold; J = UTI89 phage lysis
> CCN1CCN(S(=O)(=O)c2ccc(Br)s2)CC1
  A: 4%	B: -1.3%	C: 1%	D: 10%	E: 0%	F: 4%	G: -4	H: 667	I: 1.1	J: 1.8%
> Cc1ccc(N2C(=O)CC(Cc3cccc(C)c3)C2=O)cc1 (stereo not given)
  A: -6%	B: -4.0%	C: -3%	D: 8%	E: -4%	F: 3%	G: -9	H: 659	I: 1.1	J: 0.9%
> O=C(O)c1ccccc1SC1CC(=O)N(c2cccc3ccccc23)C1=O (stereo not given)
  A: -4%	B: .	C: 0%	D: .	E: 7%	F: .	G: 0	H: 746	I: .	J: -0.1%
> C#CCOCCOCCOCCNc1nc(N2CCN(C(=O)[C@H]([C@@H](C)CC)n3cc([C@@H](N)Cc4ccc(O)cc4)nn3)CC2)nc(N2CCN(C(=O)[C@H](Cc3ccc(O)cc3)n3cc([C@@H](N)CC(C)C)nn3)CC2)n1
  A: -1%	B: -2.9%	C: 4%	D: -4%	E: 3%	F: -3%	G: 13	H: 687	I: 1.3	J: 0.7%
> Cc1ccc2c(c1)c(C)c(C)n2CC(O)Cn1nnc2ccccc21 (stereo not given)
  A: 3%	B: -5.9%	C: -1%	D: 13%	E: 0%	F: 15%	G: .	H: .	I: 1.1	J: -0.6%
> CCOc1ncccc1C(=O)OCC(=O)Nc1ccc2c(c1)OCO2
  A: -4%	B: -5.4%	C: -3%	D: -2%	E: 3%	F: 3%	G: -29	H: 662	I: 1	J: 0.3%
> O=C(c1ccc2c(c1)OCCO2)N(c1ccccn1)C1CCCCC1
  A: 9%	B: -7.2%	C: 4%	D: -2%	E: 2%	F: 6%	G: .	H: .	I: 1.1	J: 0.8%
> CS(=O)(=O)c1ncc(Cl)c(C(=O)Nc2ccc3ccccc3c2)n1
  A: -4%	B: -0.1%	C: -2%	D: -8%	E: -2%	F: -5%	G: 8	H: 718	I: 1.1	J: -0.6%
> CC(=O)NC1CCCN(O)C(=O)/C=C(\C)CCOC(=O)C(NC(C)=O)CCCN(O)C(=O)/C=C(\C)CCOC(=O)C(NC(C)=O)CCCN(O)C(=O)/C=C(\C)CCOC1=O (stereo not given)
  A: 0%	B: 2.1%	C: -5%	D: -17%	E: -18%	F: -12%	G: -5	H: 749	I: 1.1	J: .
> O=C(NC1CCCCC1)C(c1ccc(F)cc1)N(CCN1CCOCC1)C(=O)c1ccc(-c2ccccc2)[nH]1 (stereo not given)
  A: 13%	B: -2.6%	C: 1%	D: .	E: 4%	F: .	G: -14	H: 708	I: 1.1	J: -1.7%
> CCN(C(=O)Cn1c(=O)n(Cc2ccccc2)c(=O)c2ccccc21)c1cccc(C)c1
  A: 9%	B: -1.1%	C: 5%	D: 11%	E: 3%	F: 7%	G: -28	H: 748	I: 1.1	J: 0.5%
> COc1ccc(-c2noc(C3CCCN(S(=O)(=O)c4cccc(Cl)c4C)C3)n2)cc1OC (stereo not given)
  A: -2%	B: -6.5%	C: -2%	D: 10%	E: 13%	F: 10%	G: .	H: .	I: 1	J: 3.4%
> CCN1CCN(CCCNC(=O)c2ccc(/C=C3/Sc4ccccc4N(Cc4ccccc4F)C3=O)cc2)CC1
  A: 5%	B: -7.3%	C: -5%	D: -13%	E: 11%	F: -2%	G: 4	H: 676	I: 1	J: -0.2%[50 µM]
> CCOC(=O)c1ccc(NC(=O)c2cc3ccccc3o2)cc1
  A: -4%	B: 1.0%	C: 5%	D: 8%	E: 5%	F: 9%	G: .	H: .	I: 1.1	J: 5.3%
> O=C(CN1N=C(c2ccccc2)CCC1=O)NCc1cccs1
  A: 20%	B: -2.2%	C: 1%	D: 0%	E: 4%	F: 6%	G: -7	H: 630	I: 1.1	J: 3.8%

Compound profiles, from the list above:
Results for CCOc1ncccc1C(=O)OCC(=O)Nc1ccc2c(c1)OCO2 → M17LAP inhibition: -4%; XIAP displacement: -5.4%; Siah-1 displacement: -3%; human PMI inhibition: -2%; M1AAP inhibition: 3%; PMI inhibition: 3%; Lipid droplet: -29; Lipid droplet cells 6.5 µM: 662; TNAP activation fold: 1; UTI89 phage lysis: 0.3%
Results for Cc1ccc(N2C(=O)CC(Cc3cccc(C)c3)C2=O)cc1 (stereo not given) → M17LAP inhibition: -6%; XIAP displacement: -4.0%; Siah-1 displacement: -3%; human PMI inhibition: 8%; M1AAP inhibition: -4%; PMI inhibition: 3%; Lipid droplet: -9; Lipid droplet cells 6.5 µM: 659; TNAP activation fold: 1.1; UTI89 phage lysis: 0.9%

Other compounds.
Key to letters: A = M17LAP inhibition; B = XIAP displacement; C = Siah-1 displacement; D = human PMI inhibition; E = M1AAP inhibition; F = PMI inhibition; G = Lipid droplet; H = Lipid droplet cells 6.5 µM; I = TNAP activation fold; J = UTI89 phage lysis
> Cc1cc(C)nc(SCc2nnc(SCC(=O)Nc3nc(-c4ccccc4)cs3)n2C)n1
  A: 10%	B: -1.0%	C: 18%	D: -3%	E: 4%	F: 8%	G: -1	H: 712	I: 1.1	J: 1.1%
> CCCCCCCC(=O)NNC(=O)c1ccc(F)cc1
  A: 9%	B: -2.8%	C: -1%	D: 10%	E: 9%	F: 10%	G: .	H: .	I: 2.1	J: 4.0%
> CCN(CC)c1ccc(/C=N\N2CCN(Cc3ccc(C)cc3)CC2)cc1
  A: 3%	B: -5.4%	C: 7%	D: 18%	E: 8%	F: 34%	G: -11	H: 680	I: 1.1	J: 4.8%
> CC1(C)CCCN(C(=O)N2c3ccccc3Sc3ccccc32)C1
  A: -4%	B: -1.1%	C: 3%	D: 9%	E: 2%	F: 3%	G: .	H: .	I: 1	J: -1.4%
> COc1cc2c(cc1OC)C(COc1ccccc1OC)N(C(=O)C(C)C)CC2 (stereo not given)
  A: 17%	B: 0.3%	C: 5%	D: -17%	E: 1%	F: -20%	G: 50	H: 698	I: 1.1	J: 0.1%
> COc1ccc([N+](=O)[O-])cc1NCc1cccnc1
  A: 5%	B: -12%	C: -5%	D: -2%	E: 3%	F: -2%	G: 12	H: 757	I: 1	J: 0.1%

Random excerpt: two compounds from above.
Key to letters: A = M17LAP inhibition; B = XIAP displacement; C = Siah-1 displacement; D = human PMI inhibition; E = M1AAP inhibition; F = PMI inhibition; G = Lipid droplet; H = Lipid droplet cells 6.5 µM; I = TNAP activation fold; J = UTI89 phage lysis
> COc1cc2c(cc1OC)C(COc1ccccc1OC)N(C(=O)C(C)C)CC2 (stereo not given)
  A: 17%	B: 0.3%	C: 5%	D: -17%	E: 1%	F: -20%	G: 50	H: 698	I: 1.1	J: 0.1%
> COc1ccc([N+](=O)[O-])cc1NCc1cccnc1
  A: 5%	B: -12%	C: -5%	D: -2%	E: 3%	F: -2%	G: 12	H: 757	I: 1	J: 0.1%

Four compounds from above, showing only Siah-1 displacement.
mol | Siah-1 displacement
Cc1ccc2c(c1)c(C)c(C)n2CC(O)Cn1nnc2ccccc21 (stereo not given) | -1%
CCOc1ncccc1C(=O)OCC(=O)Nc1ccc2c(c1)OCO2 | -3%
O=C(c1ccc2c(c1)OCCO2)N(c1ccccn1)C1CCCCC1 | 4%
CS(=O)(=O)c1ncc(Cl)c(C(=O)Nc2ccc3ccccc3c2)n1 | -2%
